# Rv3671c protease: inhibits the M. tuberculosis serine protease Rv3671c; hit rate 0.048% among 320,000; inhibition, % at 5.96 µM; P9WHR9; in the data active means inhibition above about 38%;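 further: extracellular domain of Rv3671c used as enzyme; 0% = enzyme with DMSO and 100% = no enzyme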
# Target sequence (P9WHR9 whole entry, looked up, the tested form may be a part): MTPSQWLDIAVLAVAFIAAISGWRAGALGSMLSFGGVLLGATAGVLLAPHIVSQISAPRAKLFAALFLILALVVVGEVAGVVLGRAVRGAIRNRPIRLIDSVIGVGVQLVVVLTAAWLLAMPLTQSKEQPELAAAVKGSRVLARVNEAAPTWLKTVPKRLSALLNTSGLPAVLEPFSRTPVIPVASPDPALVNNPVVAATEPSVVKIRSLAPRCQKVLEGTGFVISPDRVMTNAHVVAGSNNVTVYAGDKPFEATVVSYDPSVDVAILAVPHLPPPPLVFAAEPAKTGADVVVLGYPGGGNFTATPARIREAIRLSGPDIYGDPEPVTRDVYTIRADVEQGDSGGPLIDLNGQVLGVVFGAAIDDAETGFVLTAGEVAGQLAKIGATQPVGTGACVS
# Mtb UGM inh: blocks M. tuberculosis UGM enzyme; AID 504406; purified UGM, fluorescence polarization probe displacement; hit rate 0.06% among 320,000; P9WIQ1; inhibition, % at 10 µM; in the data active means inhibition above about 10%, passing the limit was not always enough; inconclusive means no clear call, values can overlap the other calls
# Target sequence (P9WIQ1 whole entry, looked up): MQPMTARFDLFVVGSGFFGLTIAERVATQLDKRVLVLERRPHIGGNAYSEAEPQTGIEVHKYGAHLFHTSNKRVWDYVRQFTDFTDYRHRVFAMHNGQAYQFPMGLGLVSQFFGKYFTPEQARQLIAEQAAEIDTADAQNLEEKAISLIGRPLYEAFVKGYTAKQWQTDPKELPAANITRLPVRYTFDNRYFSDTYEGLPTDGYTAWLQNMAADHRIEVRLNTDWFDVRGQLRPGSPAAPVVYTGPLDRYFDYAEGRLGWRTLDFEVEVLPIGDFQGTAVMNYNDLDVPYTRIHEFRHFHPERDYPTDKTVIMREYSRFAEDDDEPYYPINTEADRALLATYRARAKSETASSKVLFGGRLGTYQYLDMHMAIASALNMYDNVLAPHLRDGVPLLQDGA
# CCHF vOTU inh: blocks the CCHF virus ovarian tumor domain protease; CCHFV vOTU protease, Pep-AMC fluorescence; inhibition, % at 11.5 µM; hit rate 0.55% among 370,000; AID 651958; further: 0% = vehicle wells with enzyme and 100% = no enzyme wells
# Mtb FBA inh: inhibitors of M. tuberculosis fructose-bisphosphate aldolase; P9WQA3; purified M. tuberculosis FBA, fluorescence read-out; inhibition, % at 1 µM; hit rate 2.3% among 360,000; AID 588726; in the data active means inhibition above about 27%;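 further: 0% = vehicle and 100% = reference inhibitor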
# BioA inh: BioA (M. tuberculosis) enzyme inhibition. inhibition, % at 9.99 µM. hit rate 0.096% among 360,000. purified M. tuberculosis BioA enzyme, plate reader; in the data active means inhibition above about 40%; inconclusive means no clear call, values can overlap the other calls
# FadD28 FP inh: inhibitors of Mycobacterium tuberculosis FadD28 bisubstrate binding; FadD28 bisubstrate probe binding, fluorescence polarization; inhibition, % at 12.5 µM; hit rate 0.22% among 360,000; AID 588549; in the data active means inhibition above about 8.5%, passing the limit was not always enough; inconclusive means no clear call, values can overlap the other calls
# DUSP3 inh: inhibitors of human VHR1 phosphatase (DUSP3). recombinant VHR phosphatase, pNPP absorbance. inhibition, % at 13.3 µM. hit rate 0.52% among 290,000. AID 1654; in the data active means inhibition above about 50%; further: some compounds called inactive have numbers as strong as hits
# BoNT F protease: inhibitors of Botulinum neurotoxin F light chain protease; hit rate 0.22% among 360,000; Multiplex microsphere protease cleavage assay, flow cytometry; inhibition, % at 10 µM; in the data active means inhibition above about 35%, passing the limit was not always enough; inconclusive means no clear call, values can overlap the other calls; further: plate controls were buffer without enzyme for full effect and enzyme alone for no effect
# MazF activator: increases E. coli MazEF RNase cleavage of RNA | hit rate 0.32% among 350,000 | P0AE70 | FAM/BHQ RNA-DNA oligo cleavage fluorescence, 5 h | activation, % at 20 µM; in the data active means activation above about 50%
# Target sequence (P0AE70 whole entry, looked up): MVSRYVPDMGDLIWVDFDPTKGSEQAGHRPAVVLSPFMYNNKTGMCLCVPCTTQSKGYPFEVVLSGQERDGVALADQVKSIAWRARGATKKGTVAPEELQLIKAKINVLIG
# GDH-TPI counter: inhibits GDH-TPI coupling enzymes, artifact for Mtb FBA screen; AID 588335; hit rate 1.2% among 360,000; GDH-TPI coupled enzyme counterscreen, NADH absorbance; inhibition, % at 4.8 µM;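 further: 0% = DMSO wells and 100% = wells lacking the enzyme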
# Numbers without * were called inactive; u = inconclusive; x = not tested or not shown. Unless noted, no stated cut-off is given here; in the data, active means inhibition above about 30%; inactive means the rest.
# Results follow in this order: Rv3671c protease	Mtb UGM inh	CCHF vOTU inh	Mtb FBA inh	BioA inh	FadD28 FP inh	DUSP3 inh	BoNT F protease	MazF activator	GDH-TPI counter
- CCC(=O)NNc1nc2c(Cl)cccc2s1
    -4	0.2	-11	-2	x	-2.8	26	1	2	3
- COc1ccccc1CCNC(=O)C1CCN(c2nnc(C)c3c(C)n(-c4ccc(C)cc4)nc23)CC1
    -2	-1.2	2	7	-1.7	-0.9	-20	10	-8	3
- CC1(C(=O)NS(=O)(=O)c2ccc(C#N)cc2)CCN1C(=O)Cc1cc(F)ccc1F (stereo not drawn)
    x	x	-9	-2	-1.3	-4.1	x	-2	x	-4
- O=C(N/N=C/c1ccc(OC2CSC2)cc1)c1ccc(CN2CCOCC2)cc1
    1	-2.2	19	1	x	-1.5	11	-6	12	5
- CN1C(=S)SC(/[N+]([O-])=C\c2ccco2)C1(C)C (stereo not drawn)
    -1	0.2	14	-3	-2.4	0.6	18	-10	3	11
- CCC1(CC)C(=O)C2=C3C1[C@H](C(=O)OC)C=C(C(=O)OC)C[C@H]3n1c(=O)n(-c3ccccc3)c(=O)n1[C@H]2C (stereo partly drawn)
    2	-1.3	6	1	-0.1	-1.6	x	0	7	-4
- COc1ccc(C2/C=C\CNCC(=O)N2Cc2ccc(F)cc2)cc1 (stereo not drawn)
    2	-1.0	-5	0	-0.1	-0.9	19	-10	-4	4
- c1ccc(Cn2ncc3ccccc32)cc1
    -1	-1.5	-5	-3	1.4	-2.3	33	-1	7	-2
- CCc1cccc(Nc2cc(C)nc3nc(C)nn23)c1
    3	1.2	-5	3	-1.7	-1.4	5	-1	0	13
- CC(C)n1ncc2c(C(=O)Nc3ccc(S(N)(=O)=O)cc3)cc(C3CC3)nc21
    -40	-0.5	7	-3	-0.3	0.8	x	-8	-9	17
- Cc1ccc(CCNC(=O)C2CCN(S(=O)(=O)c3ccc4c(c3)CCC(=O)N4)CC2)cc1
    -4	-0.1	0	4	-5.1	0.8	3	-3	7	-3
- Nc1cccc(-c2nc3ccccc3s2)c1
    5	-0.3	-3	15	-1.5	0.0	4	-7	5	19
- Cc1ccc(Cn2ncc3c(NCCN(C)C)ncnc32)cc1
    -9	-0.2	-12	0	x	-1.4	-12	-11	-2	9
- Cc1ccc(OCC(=O)NCC2CCCO2)c(C)c1 (stereo not drawn)
    6	0.1	3	-2	x	-1.2	11	0	16	-5
- Cc1nc(NC(=S)NC(=O)c2ccccc2)sc1C(=O)N(C)C
    4	-1.3	1	-2	-2.1	0.0	48	1	3	6
- COc1cccc2c1N=C1CCCC3CN(C(C)=O)CCC123 (stereo not drawn)
    x	x	2	0	0.9	x	x	-5	4	-1
- COC(=O)c1ccc(NC(=S)N2CCN(CCO)CC2)cc1
    4	-0.5	-15	0	0.1	-2.5	39	15	6	-3
- Cc1ccsc1/C=N/N=C1\C(=O)Nc2ccccc21
    10	-3.7	6	-5	x	2.2	2	1	11	15
- CN(C)c1ccc(NS(=O)(=O)c2cccc(Cl)c2)cc1
    -5	-0.6	1	-1	2.5	-2.3	8	-28	6	10
- O=[N+]([O-])c1ccc(NN=Cc2ccc3c(c2)OCO3)nc1
    x	x	-1	-5	-2.1	-2.4	x	-5	106*	14
- O=C(COC(=O)c1cccc(C(=O)OCC(=O)c2ccc(Br)cc2)n1)c1ccc(Br)cc1
    -2	-0.7	3	8	-0.3	-0.7	-31	17	-25	12
- O=C(c1sc2ccccc2c1Cl)N1CCN(c2ccccn2)CC1
    -3	-1.3	-1	-1	3.4	-2.8	15	11	14	1
- COc1cc2c(cc1OC)C(c1ccccc1)NC(C)(C)C2 (stereo not drawn)
    -9	-1.6	-17	-7	-1.2	-3.4	-10	-12	4	4
- Cc1ccn2c(Nc3ccccc3C)c(-c3ccncc3)nc2c1
    -5	x	12	3	0.3	-1.2	8	9	10	17
- COc1ccc(NS(=O)(=O)c2cccc(C(=O)N/N=C(\C)c3cccnc3)c2)cc1
    x	x	-7	-3	0.7	-2.5	x	-6	1	6
- CC(Oc1ccc2c3c(c(=O)oc2c1)CCC3)C(=O)NCCN1CCOCC1 (stereo not drawn)
    2	-5.9	1	14	6.4	-0.1	-10	9	3	9
- O=C(Nc1ccc(Cc2ccncc2)cc1)C1CCC(N2C(=O)C3C4C=CC(C4)C3C2=O)CC1 (stereo not drawn)
    -3	-0.4	-4	-4	-0.1	u	24	8	-10	-7
- COc1ccc(COc2ccccc2C(=O)NCc2ccccc2)cc1F
    -8	0.0	3	-5	-0.1	-3.2	2	-5	0	3
- Cc1cc2c(cc1C)NC(c1ccccn1)C1=C(CC(C)(C)CC1=O)N2 (stereo not drawn)
    0	0.9	13	0	-0.8	-0.8	10	0	-19	30
- Cc1ccc(NC(=O)COC(=O)c2ccc(NC(=O)CC#N)cc2)cc1S(=O)(=O)N1CCOCC1
    -41	-2.6	14	-1	9.7	-0.7	x	1	-3	10

# Four entries from above, sorted by length of the SMILES, largest number first.
# Results follow in this order: Rv3671c protease	Mtb UGM inh	CCHF vOTU inh	Mtb FBA inh	BioA inh	FadD28 FP inh	DUSP3 inh	BoNT F protease	MazF activator	GDH-TPI counter
- Cc1ccc(CCNC(=O)C2CCN(S(=O)(=O)c3ccc4c(c3)CCC(=O)N4)CC2)cc1
    -4	-0.1	0	4	-5.1	0.8	3	-3	7	-3
- CC(C)n1ncc2c(C(=O)Nc3ccc(S(N)(=O)=O)cc3)cc(C3CC3)nc21
    -40	-0.5	7	-3	-0.3	0.8	x	-8	-9	17
- Cc1cc2c(cc1C)NC(c1ccccn1)C1=C(CC(C)(C)CC1=O)N2 (stereo not drawn)
    0	0.9	13	0	-0.8	-0.8	10	0	-19	30
- Cc1ccc(Cn2ncc3c(NCCN(C)C)ncnc32)cc1
    -9	-0.2	-12	0	x	-1.4	-12	-11	-2	9

# Further compounds
# Results follow in this order: Rv3671c protease	Mtb UGM inh	CCHF vOTU inh	Mtb FBA inh	BioA inh	FadD28 FP inh	DUSP3 inh	BoNT F protease	MazF activator	GDH-TPI counter
- COC(=O)c1cnn(-c2ccccc2)c1N
    1	x	-2	2	-0.6	-1.1	2	-2	7	9
- COc1ccccc1-c1c(C#N)c(N)nc2c1CCc1ccccc1-2
    -38	1.4	-251	42*	x	-2.3	5	-3	-1	12
- CCN1C(=S)N[C@@H](c2ccccc2)C(C(=O)OC)=C1C
    2	-1.0	5	-1	0.4	-2.9	-3	-4	4	5
- Cc1ccc(S(=O)(=O)c2ccc(Cl)cc2)cc1S(=O)(=O)NC(C(=O)O)C(C)C (stereo not drawn)
    -7	4.3	15	0	x	0.6	0	-3	1	6
- O=C(CN1C(=O)NC2(CCCCC2)C1=O)Nc1ccc2c(c1)CCC2
    -5	-1.4	2	1	x	0.5	20	-4	10	-3
- CCOC(=O)c1c(C)[nH]c(C)c1C(=O)COC(=O)c1cccnc1Cl
    2	-2.3	16	1	1.0	-0.3	x	-4	-2	7
- NC(=O)c1cc(-c2csc(-c3cccnc3)n2)ccc1O
    -6	0.3	-2	1	-2.1	-1.3	19	0	3	2
- Cc1ccc(C)c(N2CC(C(=O)Nc3nccs3)CC2=O)c1 (stereo not drawn)
    -2	1.7	-2	2	3.3	-0.4	7	-5	-4	1
- CCCCC(CC)CNC(=O)c1cc2ccccc2c(=O)o1 (stereo not drawn)
    -18	x	7	3	-1.2	-0.8	27	-9	-4	11
- Cc1cc(C(F)(F)F)nn1CC(=O)N(C)C1CCCCC1
    0	-1.5	13	1	x	-3.2	x	-8	-1	-8
- CN(C)CCCN(C(=O)c1sc2ccccc2c1Cl)c1nc2c(F)cccc2s1
    -1	x	3	0	0.2	-2.3	-2	15	15	-1
- COc1ccc(OCC(=O)N2CCN(c3cccc(Cl)c3)CC2)cc1
    6	1.7	7	4	0.4	-5.1	6	-23	6	17
- O=C(O)CCCCCCCCCCCNC(=O)NC12CC3CC(CC(C3)C1)C2
    1	0.6	5	-4	0.4	2.9	x	-4	-1	-9
- CCOc1ccccc1NC(=O)c1sc2nc(C)nc(N3CCOCC3)c2c1C
    -5	-0.6	4	0	0.9	x	26	5	14	11
- CCC(CC)C(=O)Nc1cccc(C(=O)Nc2nccs2)c1
    3	-0.1	-3	-3	0.7	-3.3	7	10	5	1
- Cc1cc(-c2ccccc2)nc(N(C)NC(=O)c2ccc(Cl)cc2)c1S(C)(=O)=O
    -1	2.3	-1	6	-1.8	2.2	17	2	-7	5
- O=C(Cn1c(=O)n2ncnc2c2c3c(sc21)CCCC3)c1ccccc1
    -2	3.3	-6	-1	5.0	-2.2	28	-4	2	8
- COc1ccc(-n2cc([N+](=O)[O-])c(=O)c3ccc(Cl)cc32)cc1
    11	-1.5	1	3	0.2	0.4	x	17	3	4
- CC(=O)N1CCN(C(=S)NC(=O)C23CC4CC(CC(C4)C2)C3)CC1
    -14	-1.4	6	2	x	-0.5	18	-2	7	2
- COC(=O)CCn1c(C)cc(C(=O)COc2ccccc2C(N)=O)c1C
    -10	0.8	-15	0	x	-0.9	34	1	5	4
- COC(=O)/C=C/C(=O)N1CCN(c2ccccc2)CC1
    -26	-1.3	-4	6	9.1	-0.7	4	-12	-6	-5
- CCN(CC)S(=O)(=O)c1ccc(N2CCN(c3ccccc3OC)CC2)c(N)c1
    -6	-2.6	10	0	-1.9	-0.9	22	-4	-14	9
- CCC1CCCCN1CCCNC(=O)c1ccc(/C=C2/Sc3ccccc3NC2=O)cc1 (stereo not drawn)
    -19	0.8	4	1	-2.4	-5.1	12	-1	8	22
- COc1ccc(-c2cc(C(=O)O)c(C)o2)cc1OC
    -13	2.9	-1	4	-0.1	-1.3	6	0	2	-4
- COC(=O)c1cc2cc(OC)ccc2n1C
    2	0.7	-7	5	-0.6	1.9	x	-5	7	3
- CCN(CC(=O)Nc1c(C(=O)OC)[nH]c2ccccc12)c1ccc2c(c1)OCO2
    3	-0.7	4	-2	0.2	-2.8	-1	-5	9	-3
- CC(C)N1CCCC(C)(C(=O)Nc2ccc3c(c2)OCO3)C1 (stereo not drawn)
    x	x	1	-2	-0.8	-3.0	x	-8	x	-12
- Cc1c(-c2ccc(Br)cc2)[n+](=O)c2c(n1[O-])CCCC2
    7	-1.1	1	0	1.1	-0.5	5	1	8	-1
- Cc1ccc(SC(C)C(=O)Nc2ccccc2C(=O)N2CCOCC2)cc1 (stereo not drawn)
    -2	0.7	-8	2	-1.0	-0.3	-8	-10	7	2
- COc1ccc(C(=O)NC(C(=O)NCC2CCCO2)C(C)C)cc1 (stereo not drawn)
    0	1.1	6	11	-3.2	-4.5	-6	-6	-1	-9
- COc1ccc(S(=O)(=O)Nc2ccc(S(=O)(=O)N3CCOCC3)cc2)cc1
    0	-0.5	-12	-2	-1.2	-1.4	40	1	3	1
- O=S(=O)(c1cccs1)N1CCC2(CC1)OCCO2
    0	0.9	-9	4	-0.3	-4.0	24	8	3	-4
- CC(C)c1ccc(N(CC(=O)NCC2CCCO2)C(=O)Cn2nnc(-c3cccs3)n2)cc1 (stereo not drawn)
    -4	1.6	8	-2	0.6	-3.4	13	-7	-8	-3
- COC(=O)C1CCN(c2cc(=O)n(C3CCCCC3)c(=O)[nH]2)CC1
    -4	-0.2	-7	1	x	1.6	-12	-7	0	-3
- COc1ccc(-c2csc(NC(=O)c3ccc(N4C(=O)CCC4=O)cc3)n2)cc1
    -3	-1.4	-3	-9	-0.1	-2.2	14	-4	3	3
- CCc1nc2ccccc2[nH]1
    4	0.5	-15	8	0.2	1.9	-5	-6	4	2
- Cc1ccc(OCC(=O)NNC(=O)CCc2ccccc2)cc1
    1	2.2	3	0	-1.3	0.3	21	-3	7	9
- Cc1cc(C)nc(NS(=O)(=O)c2ccc(NC(=O)CCN3C(=O)c4ccccc4C3=O)cc2)n1
    -6	1.5	-1	1	-2.2	-1.9	-13	-4	0	16

# Compound activity as filed in PubChem BioAssay.
